p53 reactivation: restores transcriptional activity of mutant p53; 320,000 tested, 0.063% active; Potency, µM (series often up to 92.2 µM), inactives show top-dose activity change, positive = activation, actives largely listed as activators; H1299 p53-A138V BP100-luciferase reporter, luminescence, 24 h; AID 504706; note: % of control where 0% means no effect; nearly all actives have a fitted effect of over 45% in size
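H1299 (p53-null), stable ts p53-A138V + BP100-Luc; 1000 cells/well, Opti-MEM/10% FBS; cpd 4 pt, 1:5; 24 h, 37 deg C, 5% CO2; detection reagent 10 min RT; luminescence.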
VP16 counter: counter-screen for ROR gamma inhibitors: Gal4-VP16 reporter; Drosophila S2 Gal4-VP16 UAS-luciferase, luminescence, 20 h; Potency, µM (top dose mostly 53.6 µM), for the others: top-dose activity, negative = inhibition, hits mostly inhibitors; 310,000 tested, 3.5% active;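 note: Gal4-VP16 expression switched on by copper sulfate through the metallothionein promoter; % is set by controls: 0 for no effect and ±100 for the full control effect; nearly all actives have a fitted effect of over 50% in size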
ELG1 genotox: induces genotoxicity in HEK293T cells with luciferase-tagged ELG1; HEK293T ELG1-luciferase reporter, luminescence, 16 h; Potency, µM (doses to about 46 µM), for inactives: top-dose activity change, positive = activation, hits mostly activators; 330,000 tested, 1.3% active; AID 504466; note: % of control where 0% means no effect; nearly all actives have a fitted effect of over 60% in size
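Genotoxic stress is detected as increased luminescence from luciferase-tagged ELG1 in HEK293T cells, measured with ONE-Glo after a 16 hr treatment at 37 °C.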
Rab9 prom act: activators of Rab9 promoter. Potency, µM (titrated, usually from 9.22 µM), for inactives: top-dose activation, negative = inhibition, hits mostly activators. Huh7 Rab9 promoter-luciferase reporter, luminescence, 24 h. 320,000 tested, 2.8% active; note: % of control where 0% means no effect; nearly all actives have a fitted effect of over 60% in size
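Steps: seed 1500 Huh7 Rab9-luc cells per well, rest 2 h at 37 °C; add compound in DMSO; incubate 24 h; add luciferase reagent, 10 min ambient; read luminescence.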
BRCA1 expr act: activators of BRCA1 expression; Potency, µM (titrated, usually from 46.1 µM), without a hit: top-dose activation, hits mostly activators; MCF7-BRCA1-FFLuc reporter, luminescence, 48 h; response scale: scaled: vehicle 0%, 10 µM genistein 100%; 380,000 tested, 1.1% active; note: nearly all actives have a fitted effect of over 80% in size; some results filed as inactive show a strong effect at the top dose
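MCF7-BRCA1-FFLuc, 2000 cells/well; 2 h attach, 37 °C/5% CO2; compound 48 h; luciferase substrate 15 min; luminescence end-point. Norm. to genistein 10 microM max activation and DMSO; concentration-response curves fitted.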
uPA surface inh: inhibitors of cell surface uPA generation. cell surface uPA generation assay, qHTS. Potency, µM (titrated, usually from 38.3 µM), for inactives: at the top dose activity change, negative = inhibition, most hits filed as inhibitors. 330,000 tested, 0.31% active; active = well fitted inhibition curve with a large enough effect; inconclusive = small, poorly fitted or top-dose-only effect; inactive = no such curve, though single readings can be large or run the other way; tested in mouse RAW 264.7 cells; note: % is set by controls: 0 for no effect and ±100 for the full control effect; nearly all actives have a fitted effect of over 55% in size
MBNL1 CUG block: MBNL1-poly(CUG) RNA binding inhibition; TR-FRET MBNL1-His/biotin-(CUG)12 binding, 665/545 ratio; 280,000 tested, 0.036% active; Q9NR56; Potency, µM (doses to about 57.5 µM), inactives show at the highest dose activity change, negative = inhibition, usual class: inhibitors; active = well fitted inhibition curve with a large enough effect in the signal ratio, with a control signal flat, not every such curve was filed as active; inconclusive = small, poorly fitted or top-dose-only effect, or effect the other way, or a change in a side signal; inactive = no such curve, though single readings can be large or run the other way; the % refers to the signal ratio; note: % is set by controls: 0 for no effect and ±100 for the full control effect
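His-tagged MBNL1 binding to biotinylated (CUG)12 RNA was measured by TR-FRET using terbium anti-His antibody (0.055 ng/ul final) and streptavidin-XL665 (5 nM final). Compounds were titrated 92 nM to 58 uM; 60 min at room temperature.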
FLuc modulator: firefly luciferase modulation, counter-screen for miR-21 project | 360,000 tested, 6.9% active | purified FLuc, Km substrates, luminescence inhibition | P08659 | AID 588342 | Potency, µM (top dose mostly 57.5 µM), inactives show at the top dose activity change, negative = inhibition, usual class: inhibitors;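 note: plate controls were vehicle for no effect and reference inhibitor for full effect; nearly all actives have a fitted effect of over 55% in size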
Target sequence (P08659 whole entry, looked up): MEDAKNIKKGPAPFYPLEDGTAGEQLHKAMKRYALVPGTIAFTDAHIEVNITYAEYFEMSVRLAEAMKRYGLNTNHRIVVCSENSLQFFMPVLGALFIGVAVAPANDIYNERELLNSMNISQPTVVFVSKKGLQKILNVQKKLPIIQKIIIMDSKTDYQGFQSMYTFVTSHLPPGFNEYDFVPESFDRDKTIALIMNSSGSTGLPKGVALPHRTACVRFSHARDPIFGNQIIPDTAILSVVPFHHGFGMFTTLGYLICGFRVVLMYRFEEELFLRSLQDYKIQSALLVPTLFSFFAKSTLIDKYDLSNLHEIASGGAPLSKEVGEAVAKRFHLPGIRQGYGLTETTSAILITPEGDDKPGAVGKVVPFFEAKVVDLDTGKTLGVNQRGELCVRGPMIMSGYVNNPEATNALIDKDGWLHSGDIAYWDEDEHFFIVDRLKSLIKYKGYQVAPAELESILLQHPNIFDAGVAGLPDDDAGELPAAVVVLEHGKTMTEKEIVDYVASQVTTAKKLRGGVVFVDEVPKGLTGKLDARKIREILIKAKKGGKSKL
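Biochemical qHTS of compounds, final roughly 60 µM downward over six points, against 10 nM purified firefly luciferase using Km concentrations of substrates (10 uM D-luciferin, 10 uM ATP) in Tris acetate pH 7.5 buffer; luminescence output.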
RORg inh: ROR gamma (mouse) transcription inhibition | Potency, µM (doses to about 53.6 µM), for the others: top-dose activity change, negative = inhibition, usual class: inhibitors | P51450 | Drosophila S2 Gal4-RORgamma UAS-luciferase reporter, 20 h | 310,000 tested, 5.4% active; note: % is set by controls: 0 for no effect and ±100 for the full control effect; nearly all actives have a fitted effect of over 60% in size
Target sequence (P51450 whole entry, looked up, the tested form may be a part): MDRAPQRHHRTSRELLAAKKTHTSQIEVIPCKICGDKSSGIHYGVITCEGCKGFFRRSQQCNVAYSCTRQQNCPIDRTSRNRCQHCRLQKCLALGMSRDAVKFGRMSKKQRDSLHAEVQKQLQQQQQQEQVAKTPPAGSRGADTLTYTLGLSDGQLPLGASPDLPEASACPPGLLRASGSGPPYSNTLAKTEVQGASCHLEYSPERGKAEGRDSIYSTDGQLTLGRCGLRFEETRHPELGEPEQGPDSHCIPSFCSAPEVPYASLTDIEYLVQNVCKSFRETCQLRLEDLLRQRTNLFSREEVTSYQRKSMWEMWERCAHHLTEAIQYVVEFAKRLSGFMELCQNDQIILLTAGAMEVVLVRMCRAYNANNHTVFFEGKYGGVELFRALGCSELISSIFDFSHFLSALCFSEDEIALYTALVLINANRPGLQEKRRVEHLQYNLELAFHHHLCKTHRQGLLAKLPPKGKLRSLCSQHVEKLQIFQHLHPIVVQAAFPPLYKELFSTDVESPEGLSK
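In this cell-based reporter format, copper sulfate (700 uM final) drives Gal4–ROR gamma fusion expression from a metallothionein promoter in Drosophila Schneider cells; compounds preincubated 1 hr, reporter read after 20 hr at ambient temperature.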
NPC1 promoter act: activates the NPC1 promoter; Huh7 NPC1 promoter luciferase reporter, 24 h; AID 485313; Potency, µM (top dose mostly 9.22 µM), for the others: at the top dose activation, hits mostly activators; 320,000 tested, 2.4% active;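 note: % of control where 0% means no effect; nearly all actives have a fitted effect of over 60% in size; reporter is driven by a mutant NPC1 promoter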
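In 1536-well qHTS, Huh7 cells harboring an NPC1 promoter–luciferase construct received compound for 24 h; activation was quantified by luminescence following luciferase reagent addition.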
* marks the source's active call; other numbers are inactive results; ? = inconclusive; nt = not tested or not shown; & = joins results of further samples; [ ] = another dose, or the depositor's remark. Unless noted, calls come from the whole dose curve; as a rule, active = well fitted curve in the direction sought with a large enough effect; inconclusive = small, poorly fitted or top-dose-only effect, or another doubt; inactive = no such curve, though single readings can be large; an effect the other way counts as inactive or inconclusive. Potency is the fitted concentration of half-maximal effect.

canonical_smiles,p53 reactivation,FLuc modulator,RORg inh,MBNL1 CUG block,Rab9 prom act,uPA surface inh,NPC1 promoter act,VP16 counter,BRCA1 expr act,ELG1 genotox
O=C(COc1ccc2c3c(c(=O)oc2c1)CCCC3)NC(Cc1ccc(Cl)cc1)C(=O)O (stereo not given),nt,-2%,14%,1%,-1%,-1%,1%,0%,20%,4%
Cc1ccc(-n2nnnc2SCC#N)cc1,2%,-3%,9%,2%,-4%,0%,2%,-15%,-2%,0%
Cc1oc(CC(C)C)cc1C(=O)Nc1cccc2ccccc12,4%,0%,-2%,4%,5%,5%,1%,8%,-43%,-6%
C/C=C/c1ccc(OCCCN2C(=O)NC(C)(C)C2=O)c(OC)c1,9%,-1%,40%,-9%,4%,nt,15%,5%,17%,2%
O=C(Nc1cccc([N+](=O)[O-])c1)c1cnccn1,5%,-2%,0%,?,1%,4%,6%,-10%,17%,1%
COc1ccc(-c2csc3ncnc(N4CCN(S(=O)(=O)c5cccc(Br)c5)CC4)c23)cc1,5%,0%,nt,nt,-3%,2%,-3%,nt,-38%,1%
CC12COC3(C(=O)Nc4ccccc4F)CC1CCC32C (stereo not given),3%,2%,10µM*,-4%,-12%,-4%,-5%,-2%[10 µM],5%,16%
CC(=O)Nc1cc(NC(C)=O)c(N=Nc2ccccc2)cc1C,-1%,3%,-8%,?,12%,-15%,?,-8%,3.5µM*,8%
CCCCC(=O)c1c(C)cc(C)[nH]c1=O,1%,1%,1%,-3%,-3%,-1%,2%,4%,1%,0%
COc1cc2oc(=O)cc(-c3ccc(-c4ccc(F)c(Cl)c4)cc3)c2c(OC)c1OC,5%,nt,-1%,nt,nt,5%,nt,-9%,-10%,9%
O=C(CC(C(=O)O)c1c(F)cccc1Cl)c1ccc(Cl)cc1 (stereo not given),-1%,-5%,21%,-2%,-6%,-8%,1%,-8%,6%,-3%
CC(=O)C(=Cc1cc(C)n(-c2ccccc2)c1C)C(C)=O,3%,19µM*,10%,8%,2%,-5%,-9%,42%,17%,-1%
CCCC(=O)N1c2ccc(-c3csc(N)n3)cc2CC1C (stereo not given),?,7.6µM*,0%,?,2.8µM*,-7%,2.8µM*,2%,?,?
Cc1ccc(Nc2ncccc2C(N)=O)cc1[N+](=O)[O-],?,12µM*,?,-2%[11.5 µM],3.5µM*,4%,?,23%,5.6µM*,?
Cc1cc(=O)oc(C)c1C(=O)NCCc1ccccc1,-3%,-3%,9%,-6%,6%,2%,1%,1%,-11%,-2%
NC(=O)c1ccc(C(F)(F)F)n(Cc2ccccc2Cl)c1=O,-5%,1%,7%,-4%,0%,1%,0%,-28%,0%,-1%
COc1cccc(NC(=O)C2CCCN2S(=O)(=O)c2ccc3c(c2)C(C)(C)C(=O)N3C)c1 (stereo not given),7%,-6%&-7%,-26%,-10%,1%,4%,-4%,-4%,3%,-1%
CC1CN(C)C(C)c2c1oc1ccc(N)cc21 (stereo not given),2%,-2%,4%,4%,-3%,5%,-2%,6%,-2%,-1%
CCOC(=O)c1c(NC(=O)COC(=O)c2c(C)noc2C)sc2c1CCC2,-5%,8%,-13%,2%,-1%,-3%,1%,0%,6%,6%
O=C(Nc1c2c(nn1-c1ccc([N+](=O)[O-])cc1)CS(=O)(=O)C2)c1cccs1,6%,2%,44%,?,0%,-1%,-4%,-16%,-42%,-3%[9.26 µM]
O=C(CN1CCN(S(=O)(=O)c2ccccc2F)CC1)N1CCc2ccccc2C1,13%,nt,nt,nt,nt,-2%,nt,nt,-11%,1%
Cc1ccccc1N1C(=O)C2ON(c3ccccc3)C(c3cccnc3)C2C1=O (stereo not given),-3%,0%,-14%,-10%,4%,1%,5%,2%,-1%,0%
CC(=O)N1c2ccccc2NC(=O)C1(C)C,nt,3%,1%,-10%,nt,6%,nt,-12%,-18%,nt
COc1cc(C)ccc1OCCCCN1CC(C)OC(C)C1 (stereo not given),6%,0%,12%,-2%,-1%,2%,-3%,0%,0%,-1%
CC1CC(C)CN(C(=O)c2ccccc2Nc2ccc(SC(F)F)cc2)C1 (stereo not given),-3%,5%,34%,-7%,-1%,-2%,-3%,-10%,-42%,-6%

In another format: entries from further up.
COc1cc2oc(=O)cc(-c3ccc(-c4ccc(F)c(Cl)c4)cc3)c2c(OC)c1OC
  p53 reactivation = 5%
  FLuc modulator = nt
  RORg inh = -1%
  MBNL1 CUG block = nt
  Rab9 prom act = nt
  uPA surface inh = 5%
  NPC1 promoter act = nt
  VP16 counter = -9%
  BRCA1 expr act = -10%
  ELG1 genotox = 9%

O=C(CC(C(=O)O)c1c(F)cccc1Cl)c1ccc(Cl)cc1 (stereo not given)
  p53 reactivation = -1%
  FLuc modulator = -5%
  RORg inh = 21%
  MBNL1 CUG block = -2%
  Rab9 prom act = -6%
  uPA surface inh = -8%
  NPC1 promoter act = 1%
  VP16 counter = -8%
  BRCA1 expr act = 6%
  ELG1 genotox = -3%

More entries follow.
canonical_smiles,p53 reactivation,FLuc modulator,RORg inh,MBNL1 CUG block,Rab9 prom act,uPA surface inh,NPC1 promoter act,VP16 counter,BRCA1 expr act,ELG1 genotox
COc1ccc2c(Cl)c(C(=O)NN3CCN(C)CC3)sc2c1,4%,-23%,0%,10%,13%,-6%,10%,-8%,24%,-9%
O=C(O)c1cnn2c(C(F)F)cc(C(F)F)nc12,5%,3%,-21%,?,-5%,4%,-1%,-4%,1%,-1%
S=C(NCC1CCCO1)c1ccc(Br)cc1 (stereo not given),19%,?,?,4%,-3%,2%,-3%,-11%,48%,4%
CCOCc1nnc(NC(=O)c2cc(OC)cc(OC)c2)s1,-1%,-4%,-14%,0%,-4%,9%,-5%,-2%,-17%,0%
Cc1ccc(NC(=O)COC(=O)c2ccco2)cc1C,16%,?,nt,nt,-3%,6%,-1%,nt,-44%,1%
O=C(Nc1ccc(Cl)cc1)Nc1ccccc1C(=O)NCc1ccco1,?,19µM*,4%,-9%,7%,?,5%,?,42%,18%
CCC(=O)Nc1nnc(/C=C/c2ccccc2)s1,12%,?,3%,?,?,-13%,?,21%,?,?
CCOc1cc(C2C(C(=O)OC(C)C)=C(C)NC3=C2C(=O)CCC3)cc([N+](=O)[O-])c1O (stereo not given),-9%,-11%,?,?,-3%,-5%,1%,-6%,-12%,10%
O=C(CN1CCN(S(=O)(=O)c2cccc(Br)c2)CC1)NCCc1cccs1,-15%,0%,nt,nt,-1%,-2%,-4%,nt,-1%,-3%
N#CC(c1ccc(=O)[nH]n1)c1ccc(Cl)cc1Cl (stereo not given),-4%,1%,23%,8%,0%,-5%,-3%,4%,3%,-7%
CCN(CC)C(=O)[C@H]1CC(CC(=O)NCc2cccc(C(F)(F)F)c2)C(=O)N2CCc3c([nH]c4ccccc34)[C@]12C (stereo not given in full),-2%,nt,nt,nt,nt,-5%,nt,nt,-64%,-10%
CCN(CC)c1ccc(NC(=O)CN2CCN(S(=O)(=O)c3cc(Cl)ccc3OC)CC2)cc1,7%,2%&-6%,35%,-1%,-15%,-27%,-6%,-1%,-38%,-9%
Cc1ccc(CN2CCN(C/C(Cl)=C/c3ccccc3)CC2CCO)o1 (stereo not given),1%,-1%,14%,18%,-11%,-19%,-3%,5%,-21%,-7%
Cc1sc(NC(=O)CN2C(=O)NC3(CCCC3)C2=O)nc1-c1ccc(F)cc1,-4%,-2%,nt,nt,3%,2%,1%,nt,-17%,-1%
Cc1ccc(C(=O)N/C(=C\c2cccs2)C(=O)NCC2CCCO2)cc1C (stereo not given),-9%,1%,7%,nt,-2%,-2%,-2%,10%,-8%,1%
CC(NC(=O)c1ccccc1Br)c1nnc(SCC(=O)NC2CCCCC2)n1C (stereo not given),-3%,3%,-16%,1%,2%,4%,0%,0%,-3%,1%
Cc1nn(-c2ccccc2)c(Cl)c1/C=N/NC(=O)CCNc1n[nH]c(=O)[nH]c1=O,-1%,?,-2%,6%,-10%,-1%,1%,-1%,-3%,-1%
Fc1ccccc1-c1nnc2n1N=C(c1ccc(OC(F)F)c(OCC3CC3)c1)CS2,10%,nt,nt,nt,nt,-21%,nt,nt,-23%,5%
COc1ccc(C2CC(=O)Nc3ccccc3S2(=O)=O)cc1OC (stereo not given),-2%,-10%,5%,-7%,11%,-2%,11%,-3%,-6%,-6%
CC(C)NC(=O)c1ccccc1NC(=O)c1ccccc1N(C)S(C)(=O)=O,-2%,3%,2%,-5%,0%,nt,-1%,-4%,3%,0%
COc1cccc(N2CCN(C3CC(=O)N(c4ccc(F)c(Cl)c4)C3=O)CC2)c1 (stereo not given),-11%,3%,23%,-5%,-4%,-2%,-1%,-12%,5%,-1%
COc1cccc(/C=N/NC(=O)c2c(-c3ccccc3)noc2C)c1,4%,3%,-41%,2%,-13%,1%,-1%,-5%,-11%,-2%
O=C(NC(N1CCCC1)C(Cl)(Cl)Cl)c1ccccc1 (stereo not given),1%,6%,19%,2%,-4%,-2%,1%,-4%,5%,1%
C[C@@H]1NC(=O)c2cc([N+](=O)[O-])cc(I)c2OCC[C@@H](C(N)=O)NC(=O)[C@H](CCCCN)NC1=O,8%,6%,-6%,?,0%,7%,-4%,-9%,31%,0%
Cc1ccc(NC(=O)C2C(=O)N(C)c3ccccc32)cc1 (stereo not given),?,4.8µM*,-7%,-8%,25%,-2%,18%,-19%,-38%,9%
CC(=O)Nc1ccc(S(=O)(=O)NCC(=O)Nc2ccc3c(c2)OCO3)cc1,-3%,nt,nt,nt,nt,2%,nt,nt,1%,5%

Assay outcomes as filed in PubChem BioAssay.
